Assay outcomes deposited in PubChem by National Center for Advancing Translational Sciences (NCATS).
A549 viability – kills or reduces viability of A549 cells in Nrf2 counter-screen; AID 504648; Potency, µM (top dose mostly 46 µM), without a hit: at the highest dose activity change, negative = cytotoxicity, most hits filed as inhibitors; actives 0.16% (n = 390,000); A549 ARE-Fluc cells, CellTiter-Fluor viability, 18-24 h; note: potency is the fitted concentration of half-maximal effect; % is set by controls: 0 for no effect and ±100 for the full control effect
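A549 ARE_Fluc cells in 5% FBS OPTI-MEM were exposed to compounds in concentration-response for 18-24 h at 37 deg C. Viability was read by CellTiter-Fluor fluorescence (Ex 405/Em 525) after 30 min, before the luciferase read.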
HepG2 viability – counter-screen for TGF-b inhibitors: cytotoxicity in HepG2 cells. HepG2 CAGA-GFP viability, ATP luminescence, 18 h. Potency, µM (highest dose often 46.1 µM), without a hit: at the top dose activity change, negative = cytotoxicity, usual class: cytotoxic. actives 0.76% (n = 410,000). AID 588856; note: potency is the fitted concentration of half-maximal effect; some results filed as inactive show a strong effect at the top dose
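HepG2 CAGA-GFP cells (1000/well, DMEM with 1% FBS) received compound, then TGF-beta at 500 pg/mL final, and were incubated 18 hours at 37 degrees C. Viability was read by CellTiter-Glo luminescence. Media-only wells were set as complete cell-killing and DMSO as no toxicity.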
Abeta rescue – compounds reversing amyloid beta toxicity in yeast; yeast expressing A-beta42, growth rescue, OD600, 48 h; response scale: 0% DMSO, 100% iron-clioquinol control; Potency, µM (highest dose often 46.1 µM), for the others: at the highest dose growth rescue, usual class: activators; actives 0.063% (n = 410,000); note: potency is the fitted concentration of half-maximal effect; nearly all actives have a fitted effect of over 55% in size
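Growth rescue measured by 600 nm absorbance after 48 h yeast culture at 30 C with compound. Values normalized between DMSO and an equimolar ferric chloride plus clioquinol control.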
Nrf2 inh – Nrf2 pathway inhibition | actives 2.1% (n = 360,000) | A549 ARE-Fluc reporter, luciferase luminescence, 18-24 h | Potency, µM (doses to about 46 µM), without a hit: at the highest dose activity change, negative = inhibition, actives largely listed as inhibitors; note: potency is the fitted concentration of half-maximal effect; % is set by controls: 0 for no effect and ±100 for the full control effect; nearly all actives have a fitted effect of over 60% in size
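Reporter: ARE-Fluc in A549. Exposure: 18-24 h, 37 °C, 5% CO2, 5% FBS OPTI-MEM. Readouts: fluorescent cytotoxicity (CellTiter-Fluor), then luminescent Nrf2 signal after BugLite.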
CCT modulator – changes cytosolic chaperonin activity; activity change, % (test concentration not listed), hits read low; actives 0.3% (n = 360,000); purified chaperonin ATPase assay, HTRF ADP detection, 30 min; in the data active = activity change below about -30%; note: % is set by controls: 0 for no effect and ±100 for the full control effect
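Enzyme 40 or 20 nM (batch-dependent) in Tris pH 7.4/KCl/MgCl2/DTT; cpd 76 uM single point; ATP 10 uM; 30 min 37 °C; Transcreener ADP HTRF detection, 30 min RT; ratio 665/615.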
Mm-Cpn inhibitor – inhibitors of Methanococcus maripaludis chaperonin (MmCpn) | purified Mm-Cpn ATPase, ADP Transcreener TR-FRET | Potency, µM (series often up to 76.9 µM), for the others: at the highest dose activity, negative = inhibition, usual class: inhibitors | actives 0.031% (n = 330,000); note: potency is the fitted concentration of half-maximal effect; % is set by controls: 0 for no effect and ±100 for the full control effect; nearly all actives have a fitted effect of over 80% in size
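Purified archaeal Mm-CPN (25nM final) preincubated 10 min at 37degC with compound, then 10uM ATP for 30 min at 37degC; ADP measured by HTRF Transcreener TR-FRET; buffer 30 mM TRIS pH 7.4, 100mM KCl, 5mM MgCl2, 1mM DTT.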
Nrf2 ARE act – activates Nrf2 signaling; Potency, µM (top dose mostly 46.1 µM), without a hit: at the highest dose activation, usual class: activators; AREc32 ARE-luciferase reporter (MCF7-derived line), luminescence, 24 h; actives 0.31% (n = 410,000); AID 624171; note: potency is the fitted concentration of half-maximal effect; % of control where 0% means no effect; nearly all actives have a fitted effect of over 65% in size
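ARE activation measured as luciferase luminescence (Steady-Glo, 30 min RT) in AREc32_Fluc cells after 24 hr compound exposure at 37 deg C, 5% CO2; cells seeded overnight at 1000/well in OPTI-MEM, 5% FBS.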
TGFb inhibitor – TGF-b pathway inhibition | AID 588855 | actives 1.2% (n = 410,000) | HepG2 CAGA-GFP TGF-b/SMAD3 reporter, GFP fluorescence, 18 h; TGF-beta stimulated, 500 pg/mL final | Potency, µM (highest dose often 46.1 µM), for the others: at the top dose activity, negative = inhibition, usual class: inhibitors; note: potency is the fitted concentration of half-maximal effect; % is set by controls: 0 for no effect and ±100 for the full control effect; nearly all actives have a fitted effect of over 65% in size
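GFP signal (ex488/em500-530) from TGF-beta-stimulated HEPG2 CAGA-GFP cells, 500 pg/mL final, 18 h at 37 degrees C in DMEM plus 1% FBS, normalized to unstimulated and DMSO-stimulated controls.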
pAkt inh – Akt phosphorylation inhibition | AID 651550 | actives 0.32% (n = 360,000) | Neuro2A IGF-stimulated pAkt S473 HTRF, 20 min; stronger effect = lower value | activity change, % for hits at 50 µM; in the data active = activity change below about -80%; inconclusive = mostly about -51% to -80%; note: % is set by controls: 0 for no effect and ±100 for the full control effect
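Neuro2A cells in DMEM with 0.5% FBS, overnight at 37 deg C, given compound at single 50 µM final, then IGF (6 nM final) for 20 min at 37 deg C. Lysed; phospho-Akt Ser473 by HTRF after 24 h, 665/615 ratio.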
An asterisk follows results filed as active; i = inactive; ? = inconclusive; · = not tested or not shown; & = joins results of further samples; [ ] = remark or other dose. Unless noted, calls come from the whole dose curve; as a rule, active = well fitted curve in the direction sought with a large enough effect; inconclusive = small, poorly fitted or top-dose-only effect, or another doubt; inactive = no such curve, though single readings can be large; an effect the other way counts as inactive or inconclusive. An unsorted share of the library; overall some 4.3% were active at least once.

smiles,A549 viability,CCT modulator,pAkt inh,HepG2 viability,Nrf2 inh,TGFb inhibitor,Mm-Cpn inhibitor,Nrf2 ARE act,Abeta rescue
CC(NC(=O)Cn1ccsc1=N)C12CC3CC(CC(C3)C1)C2 (stereo not given),-9%,2.0,i,-38%,-5%,-5%,2%,3.9%,8%
COc1ccc(OC)c(-c2noc(N3CCN(c4cccc(C(F)(F)F)c4)CC3)n2)c1,4%,·,·,-25%,?,-21%,·,-0.2%,5%
O=C(c1cccs1)N(Cc1nc2sc3c(c2c(=O)[nH]1)CCCC3)C1CCCC1,-1%,4.1,i,1%,?,?,·,-0.6%,3%
CN(C)C(CNC(=O)c1ccc(S(=O)(=O)Nc2ccccc2)cc1)c1ccco1 (stereo not given),-1%,-1.2,i,-4%,-13%,0%,3%,0.0%,12%
Nc1c(C(=O)c2ccccc2)sc(Nc2ccc(Cl)c(Cl)c2)c1C(=O)Nc1ccccc1,?,·,·,7.9µM*,·,?,·,-0.1%,28%
COc1ccccc1NS(=O)(=O)c1ccc(C(=O)NCc2ccncc2)cc1,-3%,-1.5,i,-14%,-12%,-13%,-1%,0.4%,1%
CCCCc1cc(=O)oc2cc(OCC(=O)N3CCOCC3)ccc12,9%,-3.4,i,-2%,-10%,32%[activator],1%,2.6%,12%
CCOC(=O)c1c(C)[nH]c(C)c1S(=O)(=O)N(C)CC(=O)N1CCN(c2cccc(C)c2C)CC1,-1%,·,·,-33%,0%,?,·,2.8%,-6%
CCN1C(=O)/C(=C/c2nc3ccccc3c(=O)n2-c2ccccc2)c2ccccc21,-1%,0.8,i,16µM*,19%,6%,-3%,5.7%,-2%
COc1ccc(CC(=O)Nc2nc(-c3ccccc3)c(C(C)=O)s2)cc1OC,-5%,2.0,i,-14%,?,?,-9%,3.3%,-5%
COc1cc(OC)c(NC(=O)c2cc(C(C)=O)n3ccccc23)cc1Cl,23%,·,·,-30%,?,1%,·,8.7%,-18%
Cc1ccc(C(O)c2ncc(-c3cccc(C(F)(F)F)c3)[nH]2)cc1F (stereo not given),·,-0.6,i,-53%,·,?,·,0.6%,11%
O=[N+]([O-])c1cc(S(=O)(=O)N2CCOCC2)ccc1N1CCCC1,5%,-0.9,i,-4%,9%,17%,3%,-0.2%,4%
COc1ccccc1NC(=O)c1cc(S(=O)(=O)NC2CCCC2)ccc1F,-5%,1.2,i,-9%,-15%,-1%,4%,-0.5%,-11%
COCCCN1C(=O)C(CC(=O)NCCCCc2ccccc2)CC(C(=O)N2CCOCC2)=C1C (stereo not given),·,1.8,i,6%,·,16%,·,-0.9%,0%
CCOc1ccc(C(=O)c2cn(Cc3ccc(Cl)cc3)c3cc(OC)c(OC)cc3c2=O)cc1,15µM*,·,·,-28%,?,?,·,0.4%,-8%
CCN1CCN(c2nnc(-c3ccc(C)cc3)c3ccccc23)CC1,-23%,0.4,i,-27%,-14%,1%,-2%,-1.6%,0%
O=c1cc(CCl)[nH]c2nc3ccccc3n12,-9%,1.0,i,-58%,-11%,?,-1%,?,-18%
O=c1/c(=C/c2cccc3ccccc23)sc2ncnn12,·,0.4,i,1%,?,-18%,0%,4.2%,-1%
Fc1ccc(CSc2ncnc3ccccc23)cc1,3%,0.3,i,3%,8%,?,-4%,13%,20%
COc1ccc(CNc2ccc(-c3ccc(OC)cc3)nn2)cc1,0%,0.9,i,-2%,8%,-17%,-2%,0.7%,1%
CCCC(C)NC(=O)Cc1ccccc1 (stereo not given),-4%,-1.1,i,1%,4%,-2%,3%,-0.3%,·
COc1cc(CN2CCN(CCc3ccccc3)C(CCO)C2)cc(OC)c1 (stereo not given),1%,-5.8,i,3%,2%,0%,0%,0.2%,5%
COc1cccc(CNC(=O)CCNS(=O)(=O)c2cccs2)c1,-5%,-0.6,i,1%,1%,0%,0%,-0.4%,11%
CCOC(=O)C1=C(C)N=C2SC(C)C(=O)N2C1c1ccc(OC(C)=O)c(OC)c1 (stereo not given),-2%,-1.3,-104%*,-45%,6%,-12%,1%,3.1%,6%

3 compounds already listed, ordered by the value under CCT modulator, highest first:
Molecule	CCT modulator	pAkt inh	Mm-Cpn inhibitor
O=c1/c(=C/c2cccc3ccccc23)sc2ncnn12	0.4	i	0%
COc1ccccc1NS(=O)(=O)c1ccc(C(=O)NCc2ccncc2)cc1	-1.5	i	-1%
CCCCc1cc(=O)oc2cc(OCC(=O)N3CCOCC3)ccc12	-3.4	i	1%

The list goes on:
smiles,A549 viability,CCT modulator,pAkt inh,HepG2 viability,Nrf2 inh,TGFb inhibitor,Mm-Cpn inhibitor,Nrf2 ARE act,Abeta rescue
CCCN1CCC(=O)N(CCSc2ccc(C)cc2)CC1,-5%&0%,0.3,i,-34%&4%,?,-8%&-7%,0%,4.2%,-2%
COc1ccc(NC(=O)CN(C)C(=O)CCc2c[nH]c3ccccc23)cc1,-4%,1.4,i,-1%,7%,-12%,1%,0.0%,2%
Cc1cccc(OCC(=O)Nc2ccc(NC(=O)c3ccco3)c(C)c2)c1,0%,-3.4,i,-15%,11%,-12%,3%,-0.1%,-6%
COc1ccc(CCCNC(=O)C2CCC(=O)N(Cc3ccc(Cl)cc3)C2)cc1 (stereo not given),0%,0.8,i,-25%,?,-28%,-3%,3.6%,3%
O=C(Cc1ccc(Cl)cc1)NNC1CC(=O)N(c2ccc3ccccc3c2)C1=O (stereo not given),4%,-2.5,i,-10%,4%,-10%,-3%,0.0%,9%
CCCCn1c(N)c(N(CCOC)C(=O)CSc2nnc(-c3ccc(F)cc3)n2N)c(=O)[nH]c1=O,0%,-0.7,i,0%,3%,3%,0%,0.4%,-9%
CCOc1ccc(CC(=O)NNC(=S)NC)cc1Br,1%,0.8,i,-1%,0%,-16%,-1%,0.1%,-8%
COc1ccccc1Oc1nc(C)c(C(C)=O)cc1C#N,5%,-0.4,i,30%,2%,11%,0%,-0.4%,20%
CCCCOc1ccc(-c2c(C#N)c(N)[nH]c(=S)c2C#N)cc1,-10%,0.1,i,-6%,1%,-17%,-4%,-0.7%,?
COc1ccc2c3n(nc2c1)CCN=C3c1ccc(Cl)cc1,-1%,-2.2,i,-68%,7%,5%,1%,1.1%,2%
CC(C)(C)OC(=O)N/N=C\c1ccc[nH]1,1%,-4.8,i,3%,-9%,-2%,-7%,1.8%,10%
CN(C)S(=O)(=O)Oc1cccc(C(=O)Nc2ccc(Cl)c(Cl)c2)c1,?,0.3,i,-41%,?,?,0%,-1.8%,16%
CN(C)c1ccc(/C=N/n2c(COc3ccccc3)n[nH]c2=S)cc1,3%,-0.1,i,23%,?,-12%,0%,0.1%,24%
Cc1nn(-c2ccccc2)c(N)c1N=O,9%,-4.6,i,-24%,4%,-17%,-1%,3.2%,-1%
COC(=O)c1cc(S(=O)(=O)Nc2c(C)cccc2C)cn1C,0%,-2.1,i,-37%,-15%,-28%,1%,-0.1%,10%
CC1(C)OC(=O)C2=C(CC(c3ccccc3)OC2CCc2ccccc2)O1 (stereo not given),·,1.8,i,-40%,·,8%,·,3.9%,8%
O=C(O)CSc1nc2ccccc2n1Cc1ccccc1,0%,3.8,i,-4%,-32%,0%,-2%,6.8%,27%
CC(=O)Nc1ccc(S(=O)(=O)Nc2nc3ccccc3nc2N2CCOCC2)cc1,2%,2.6,i,-2%,-16%,22%,-7%,-0.7%,11%
CC(=O)N1c2ccc(S(=O)(=O)NCCC(=O)Nc3ccc(C)c(F)c3)cc2CC1C (stereo not given),1%,1.9,i,2%,-11%,1%,0%,0.3%,-4%
C=CCNC(=O)C1CC(c2cccc(OC)c2)=NO1 (stereo not given),-2%,-7.6,i,0%,30%,-1%,-1%,1.9%,15%

Individual results from the list.
Nrf2 ARE act result of COc1ccccc1NC(=O)c1cc(S(=O)(=O)NC2CCCC2)ccc1F reads -0.5%
Abeta rescue result of Cc1cccc(OCC(=O)Nc2ccc(NC(=O)c3ccco3)c(C)c2)c1 reads -6%
TGFb inhibitor result of CCOc1ccc(CC(=O)NNC(=S)NC)cc1Br reads -16%
Nrf2 ARE act result of CCCCn1c(N)c(N(CCOC)C(=O)CSc2nnc(-c3ccc(F)cc3)n2N)c(=O)[nH]c1=O reads 0.4%
CCT modulator result of COc1ccccc1Oc1nc(C)c(C(C)=O)cc1C#N reads -0.4
Abeta rescue result of CN(C)c1ccc(/C=N/n2c(COc3ccccc3)n[nH]c2=S)cc1 reads 24%
